# RGS4 inh: Inhibitors of Regulator of G Protein Signaling (RGS) 4: qHTS; Regulator of G-protein signaling 4 (Homo sapiens), P49798; Potency, µM (top dose mostly 114 µM), without a hit: top-dose activity change, negative = inhibition, most hits filed as inhibitors; Transcreener GDP fluorescence polarization, RGS4-accelerated GTP hydrolysis; hit rate 0.039% among 390,000; note: % is set by controls: 0 for no effect and ±100 for the full control effect; nearly all actives have a fitted effect of over 75% in size; some results filed as inactive show a strong effect at the top dose
# Target sequence (P49798 whole entry, looked up): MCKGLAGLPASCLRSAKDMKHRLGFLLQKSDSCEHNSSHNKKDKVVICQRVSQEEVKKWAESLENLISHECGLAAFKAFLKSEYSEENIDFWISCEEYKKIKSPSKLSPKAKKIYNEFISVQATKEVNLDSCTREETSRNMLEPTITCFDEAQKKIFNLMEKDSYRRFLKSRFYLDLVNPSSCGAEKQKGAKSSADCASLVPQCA
#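 MLSMR compounds (23 nl, pin-transferred) preincubated 10 min at room temperature with a 500nM (2x) first reagent, then RGS4 at 900nM (2x) plus Transcreener GDP mix added; fluorescence polarization (620/688 nm) read before and after 90 min at 30 °C.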
# RXFP1 ag: qHTS Assay for Agonists of the Relaxin Receptor RXFP1. HEK293T-RXFP1 cAMP TR-FRET, 30 min; response scale: percent of porcine relaxin response, buffer zero. AID 2676, 2010. Relaxin receptor 1 (Homo sapiens), Q9HBX9. Potency, µM (series often up to 57.5 µM), without a hit: at the highest dose activation, most hits filed as activators. hit rate 0.3% among 370,000; note: % is set by controls: 0 for no effect and ±100 for the full control effect; nearly all actives have a fitted effect of over 60% in size; many of its hits are not listed in these tables
#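 cAMP rise read by TR-FRET after 30 min, 37C compound exposure (up to 58 uM) in RXFP1-transfected HEK293 cells with Ro 20174 present. EC50 from Hill-equation fits, with 29 nM porcine relaxin as 100% and buffer as basal.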
# 12-LOX inh: Primary qHTS assay for inhibitors of human arachidonate 12S-lipoxygenase (ALOX12): Round 2; Potency, µM (titrated, usually from 108 µM), for inactives: top-dose activity change, negative = inhibition, most hits filed as inhibitors; purified 12hLO, xylenol orange hydroperoxide absorbance; AID 1671190, 2021; Polyunsaturated fatty acid lipoxygenase ALOX12 (Homo sapiens), P18054; hit rate 1.1% among 580,000; note: % is set by controls: 0 for no effect and ±100 for the full control effect
#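 Purified human 12hLO (150 nM final) in 25 mM Hepes, 0.01% Triton X-100, pH 7.0 was preincubated 15 min at room temperature with compound. Then 40 uM arachidonic acid was added, 30 min. Hydroperoxide was read by Fe-XO absorbance ratio 573/405 nm.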
# USP1 inh: Inhibitors of USP1/UAF1: Primary Screen. hit rate 0.23% among 390,000. AID 743255, 2014. Potency, µM (doses to about 57.1 µM), inactives show at the highest dose activity change, negative = inhibition, most hits filed as inhibitors. Ubiquitin carboxyl-terminal hydrolase 1 (Homo sapiens), O94782. recombinant USP1/UAF1, Ub-Rhodamine cleavage fluorescence; note: % is set by controls: 0 for no effect and ±100 for the full control effect; nearly all actives have a fitted effect of over 60% in size; inactives centre near -12
#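 Step one: compound is pinned into 1nM USP1/UAF1 in HEPES pH 7.8 buffer with TCEP. Step two: 15 min room-temperature incubation. Step three: Ub-Rho (150nM final) starts cleavage, tracked by fluorescence over six one-minute reads.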
# mIDH1 inhibitor: qHTS for Inhibitors of mutant isocitrate dehydrogenase 1 (IDH1): qHTS | IDH1-R132H enzyme, NADPH consumption, diaphorase/resazurin fluorescence | Potency, µM (top dose mostly 76.6 µM), for inactives: at the highest dose activity change, negative = inhibition, most hits filed as inhibitors | hit rate 0.093% among 390,000 | AID 602179, 2012; note: % is set by controls: 0 for no effect and ±100 for the full control effect; nearly all actives have a fitted effect of over 65% in size
# Target sequence (O75874 whole entry R132H, stated change not applied): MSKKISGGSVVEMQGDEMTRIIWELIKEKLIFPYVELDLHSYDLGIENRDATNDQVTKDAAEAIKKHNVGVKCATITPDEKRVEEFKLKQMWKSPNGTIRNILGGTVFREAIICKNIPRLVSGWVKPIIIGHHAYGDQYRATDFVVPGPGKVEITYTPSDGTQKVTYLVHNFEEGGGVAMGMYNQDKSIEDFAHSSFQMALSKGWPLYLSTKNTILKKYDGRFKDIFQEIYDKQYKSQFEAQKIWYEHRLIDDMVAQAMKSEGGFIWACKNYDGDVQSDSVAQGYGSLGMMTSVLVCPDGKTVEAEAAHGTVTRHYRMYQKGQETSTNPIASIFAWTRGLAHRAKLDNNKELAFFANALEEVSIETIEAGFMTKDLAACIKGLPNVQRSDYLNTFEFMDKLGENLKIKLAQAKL
#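 IDH1-R132H (0.5 ug/mL dispensed) in pH 7.5 Tris buffer was preincubated 30 min with compound, then given a substrate mix of 0.016 mM NADPH and 2 mM alpha-KG for 80 min at room temperature; remaining NADPH was read by diaphorase/resazurin fluorescence.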
# Vif-A3F inh: qHTS for Inhibitors of Vif-A3F Interactions: qHTS | HeLa A3F-eYFP + Vif (tagged APOBEC3F with the HIV-1 protein that degrades it), YFP fluorescence increase | Potency, µM (doses to about 46.1 µM), inactives show at the highest dose activity, negative = active | hit rate 0.2% among 390,000 | AID 602313, 2012; note: % of control where 0% means no effect; nearly all actives have a fitted effect of over 65% in size
#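 HeLa cells stably expressing Vif plus C-terminally eYFP-tagged A3F were seeded, incubated overnight at 37 deg C, dosed with compound, incubated overnight again at 37 deg C. Yellow fluorescence (Ex 488/Em 500-530) reported blocked Vif-mediated A3F-eYFP degradation.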
# Vif-APOBEC3G blk: qHTS for Inhibitors of Vif-A3G Interactions: qHTS; Potency, µM (titrated, usually from 46.1 µM), inactives show top-dose activity, negative = active, most hits filed as inhibitors; DNA dC->dU-editing enzyme APOBEC-3G (Homo sapiens), Q9HC16; HeLa A3G-eYFP + Vif (tagged APOBEC3G with the HIV-1 protein that degrades it), YFP fluorescence, overnight; hit rate 0.076% among 410,000;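 note: % is set by controls: 0 for no effect and ±100 for the full control effect; nearly all actives have a fitted effect of over 60% in size; hits raise eYFP signal because A3G escapes Vif-driven loss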
# Target sequence (Q9HC16 whole entry, looked up): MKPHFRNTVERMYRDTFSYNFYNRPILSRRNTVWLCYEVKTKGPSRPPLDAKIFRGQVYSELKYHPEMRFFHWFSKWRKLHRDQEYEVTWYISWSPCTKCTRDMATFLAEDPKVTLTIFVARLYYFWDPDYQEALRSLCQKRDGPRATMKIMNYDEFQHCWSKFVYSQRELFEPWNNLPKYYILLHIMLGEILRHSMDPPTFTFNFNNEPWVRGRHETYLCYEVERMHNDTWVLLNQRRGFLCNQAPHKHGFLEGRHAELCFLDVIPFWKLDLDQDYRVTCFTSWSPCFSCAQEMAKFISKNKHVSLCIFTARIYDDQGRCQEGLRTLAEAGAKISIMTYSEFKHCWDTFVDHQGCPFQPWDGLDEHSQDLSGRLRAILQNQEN
#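 HeLa cells stably expressing Vif and C-terminally eYFP-tagged A3G, seeded overnight at 37 deg C, then exposed to compound by pintool overnight at 37 deg C. Rise in yellow fluorescence (Ex 488/Em 500-530, Acumen) marks blocked Vif-driven A3G degradation.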
# TrxR1 inh: qHTS Assay for Inhibitors of Mammalian Selenoprotein Thioredoxin Reductase 1 (TrxR1): qHTS; Thioredoxin reductase 1, cytoplasmic (Rattus norvegicus), O89049; hit rate 1% among 390,000; Potency, µM (titrated, usually from 114 µM), for inactives: top-dose activity change, negative = inhibition, hits mostly inhibitors; recombinant rTrxR1, NADPH fluorescence consumption, selenite substrate; AID 588453, 2011; note: % is set by controls: 0 for no effect and ±100 for the full control effect; nearly all actives have a fitted effect of over 65% in size
#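 Rat TrxR1 (90 nM in the dispensed reagent) was pre-reduced with 400 uM NADPH for 5 min at room temperature, then incubated with compound for 15 min. After 400 uM selenite was added, NADPH fluorescence (Ex 340/Em 450 nm) was followed for 8 min.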
# TrxR1 substrate: qHTS Assay for Substrates of Mammalian Selenoprotein Thioredoxin Reductase 1 (TrxR1): qHTS; purified TrxR1 substrate turnover, NADPH consumption readout; Potency, µM (titrated, usually from 114 µM), inactives show at the top dose activity change, negative = substrate turnover; hit rate 0.01% among 390,000; AID 588456, 2011; note: % is set by controls: 0 for no effect and ±100 for the full control effect; nearly all actives have a fitted effect of over 50% in size
#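 Rat TrxR1, dispensed at 90 nM, was prereduced with 400 uM NADPH (final) for 5 min at ~22 deg C, then incubated with compound 15 min before 400 uM selenite. A first-read NADPH fluorescence drop versus no-compound background flagged substrates.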
# * hit, by the source's call; ? = inconclusive; . = no result given; [ ] = another dose, or the depositor's remark. Calls come from the whole dose curve; as a rule, active = well fitted curve in the direction sought with a large enough effect; inconclusive = small, poorly fitted or top-dose-only effect, or another doubt; inactive = no such curve, though single readings can be large; an effect the other way counts as inactive or inconclusive. Potency is the fitted concentration of half-maximal effect. This is a subset; count on the stated rates, not on these rows.
SMILES,RGS4 inh,RXFP1 ag,12-LOX inh,USP1 inh,mIDH1 inhibitor,Vif-A3F inh,Vif-APOBEC3G blk,TrxR1 inh,TrxR1 substrate
CCCNC(=O)[C@@H]1CCCN1C(=O)[C@@H]1Cc2ccccc2CN1,-6%,0.0%,-21%,-15%,-5%,15%,1%,-1%[57.1 µM],8%[57.1 µM]
O=[N+]([O-])c1ncc(Br)cc1Nc1ccccc1,29%,.,?,-17%,13%,-5%,1%,17%,3%
CC(C)[C@H](NS(=O)(=O)c1cccc(C(F)(F)F)c1)C(=O)OCC(N)=O,-2%,0.4%,-2%,-22%,0%,-1%,0%,15%,6%
Fc1ccc(NC(=S)N2CCN(c3cccc(C(F)(F)F)c3)CC2)cc1,-12%,-0.4%,?,-11%,-1%,-3%,3%,0%,-2%
Cc1ccc(S(=O)(=O)N(CC(O)CN2CCCCC2)c2cccc([N+](=O)[O-])c2)cc1 (configuration not stated),5%,0.4%,-14%,-1%,1%,8%,0%,0%[57.1 µM],4%[57.1 µM]
CC(C)CCNC(=O)CN(C)S(=O)(=O)c1cccc2nsnc12,-27%,-0.2%,0%,-7%,9%,2%,-1%,11%[57.1 µM],-2%[57.1 µM]
O=C(CCC1CCCC1)Nc1ccc([N+](=O)[O-])cn1,6%,0.8%,-10%,-13%,1%,11%,-7%,18%,7%
COc1cc2cc(CN(C(=O)Nc3ccccc3)C3CCCC3)c(=O)[nH]c2cc1OC,-36%,0.7%,7%,-26%,7%,3%,-7%,2%,35%[activator]
CCCc1ccc(S(=O)(=O)N(C)S(=O)(=O)c2ccc(F)cc2)cc1,0%,-0.7%,5%,-17%,-11%,1%,0%,13%,-1%
Cn1nnnc1SCCNCc1ccc(F)cc1,-2%,-0.2%,-14%,3%,4%,5%,?,25%[57.1 µM],-1%[57.1 µM]
CC(=O)Nc1ccc(S(=O)(=O)NCC2CCC(C(=O)NCCCN3CCCC3=O)CC2)cc1 (configuration not stated),23%,-1.3%,23%,-13%,0%,.,0%,-13%,-8%
CCCn1nc(C(=O)NNC(=O)CCCOc2ccc(OC)cc2)c2ccccc2c1=O,-8%,-1.0%,0%,-22%,-19%,-8%,-3%,9%,-1%
C/C(=N\NC(=O)c1c(Cl)c(C)nn1C)c1cccc(NC(=O)C2CCCC2)c1,-40%,-1.3%,14%,-10%,-4%,-1%,-3%,8%[57.1 µM],4%
COc1ccc2c(-c3ccc(SC)cc3)c(-c3ccc(S(C)(=O)=O)cc3)sc2c1,9%,.,-5%,-15%,-2%,-1%,-3%,203%[activator],238%[activator]
COc1ccc(C(=O)N/C(=C\c2cn(S(=O)(=O)N(C)C)c3ccccc23)C(=O)N2CCN(C)CC2)cc1,-34%[56.9 µM],1.9%,27%,-25%,1%,-10%,-3%,7%[57.1 µM],1%[57.1 µM]
COc1ccc(S(=O)(=O)Nc2cccc3c2O[C@H](CN(C)Cc2ccccc2)[C@@H](C)CN([C@H](C)CO)C3=O)cc1,25%,.,-6%,-12%,-8%,10%,-11%,23%[57.1 µM],13%[57.1 µM]
CCN(CC)CCCC(C)Nc1nccc2c(Cl)cccc12 (configuration not stated),-24%,.,-12%,-21%,3%,-3%,0%,-11%,45%[activator]
Cc1ccc(N2CCN(C(=O)c3ccccc3F)CC2)c(C)c1,-3%,0.7%,15%,-16%,4%,2%,0%,18%[57.1 µM],4%[57.1 µM]
Clc1ccc(C=Cc2ccccn2)cc1,17%,.,-11%,-9%,9%,-12%,2%,-5%[2.29 µM],10%[57.1 µM]
CC(C)c1ccc(NC(=O)C(c2ccc3c(c2)OCO3)N2CCC3(CC2)OCCO3)cc1 (configuration not stated),11%,-0.9%,0%,-13%,8%,-2%,1%,-10%,-18%
Cc1cccc(C)c1NCC(=O)N1CCN(Cc2ccccc2)CC1,-8%,0.6%,-12%,-14%,1%,-5%,-3%,10%,1%
COC(=O)c1nnn(-c2nonc2N)c1CSCCO,13%,1.6%,-20%,-3%,10%,-1%,1%,17%[57.1 µM],8%[57.1 µM]
CC(=O)c1ccc(N2C(=O)[C@@H]3[C@H](C2=O)[C@H]2c4ccccc4C=NN2[C@@H]3C(C)=O)cc1,-1%,0.6%,0%,-4%,5%,?,2%,0%[57.1 µM],-9%
COc1ccc(-c2nn(CCC(=O)O)cc2/C=N/NC(N)=S)cc1,-19%,-1.5%,14%,-6%,-3%,-12%,1%,-33%,-6%
Cc1cc(C)cc(N2C(=O)c3nccnc3C2=O)c1,5%,-0.3%,-25%,-14%,4%,-11%,0%,6%,-2%
COc1ccc(S(=O)(=O)NN=C2CCCC2)cc1,-8%,-0.2%,-17%,4%,2%,-12%,2%,17%,2%
CCCCN(C)S(=O)(=O)c1ccc(C(=O)Nc2sc3c(c2C(N)=O)CC(C)(C)NC3(C)C)cc1,19%,2.7%,-29%,-12%,-4%,-20%,-3%,17%[57.1 µM],0%[57.1 µM]
O=S(=O)(c1ccccc1)n1nc(-c2ccccc2)nc1NCc1ccco1,-53%,-0.2%,11%,-22%,7%,-12%,-7%,-7%,-8%[57.1 µM]
COc1cc2c(cc1OC)C(Cc1ccc(O)cc1)N(C)CC2 (configuration not stated),3%,1.6%,-25%,0%,-3%,2%,1%,-8%,-7%
COc1cccc(NC(=S)NCc2ccc(F)cc2)c1,18%,-1.0%,?,-19%,10%,-6%,0%,2%[57.1 µM],5%[57.1 µM]
COc1ccc(CN2CCC(Oc3ccc(C(=O)N4CCCC4)cc3)CC2)c(F)c1,2%,1.0%,-3%,-7%,0%,-10%,0%,-5%,-7%
Cc1ccc(-c2onc(C)c2C)cc1S(=O)(=O)Nc1cccc(Cl)c1C,-15%,-0.2%,?,-16%,-16%,-6%,-12%,7%[57.1 µM],-4%[57.1 µM]
COc1ccc(C(=O)Nc2ccccc2C(=O)NC(C(=O)NCc2ccco2)C(C)C)cc1 (configuration not stated),-17%,12%,-29%,-12%,1%,-6%,-4%,13%[57.1 µM],7%
Cc1cccc(NC(=O)N2CCC(CN3CCC(C)CC3)CC2)c1C,-35%,5.8%,-23%,5%,15%,0%,4%,15%,0%
COc1cc2nc(CN3CCOCC3)n(CC(=O)NCC(F)(F)F)c(=O)c2cc1OC,-9%[56.9 µM],-1.0%,-1%,-7%,10%,0%,0%,20%[57.1 µM],-8%[57.1 µM]
CCc1nnc(NC(=O)[C@@H]2CCCN2S(=O)(=O)c2ccc3c(c2)OCCO3)s1,27%,2.2%,145%[activator],-2%,-2%,0%,1%,2%,-4%
COCCN(C(=O)c1cccc(-n2cnnn2)c1)c1c(N)n(CC(C)C)c(=O)[nH]c1=O,-6%,0.2%,-22%,-6%,6%,-5%,4%,2%,3%
C/C(Cl)=C\Cn1c(N2CCCC2)nc2c1c(=O)[nH]c(=O)n2C,0%,0.4%,39%[activator],-21%,6%,5%,0%,7%,-5%
CCOC(=O)CN(C#N)c1nc(C)cc(C)n1,5%,0.3%,?,5%,13%,-6%,-7%,0%[57.1 µM],-2%[57.1 µM]
O=c1[nH]c(C2CCN(S(=O)(=O)c3cccc(C(F)(F)F)c3)CC2)nc2c1nnn2Cc1cccc(F)c1,-26%,2.4%,-2%,-20%,-2%,6%,-9%,28%[57.1 µM],-12%
COc1ccc(C(=O)[C@@H]2CC[C@](C)(C(=O)O)C2(C)C)cc1,13%,-0.2%,2%,-9%,-8%,-2%,-5%,4%[57.1 µM],-3%
COC(=O)c1cc2ccsc2n1CC(=O)Nc1cc(Cl)ccc1OC,20%,0.7%,-21%,-16%,2%,-4%,?,12%,7%
CCc1cc(=O)oc2c(CNCc3ccc(OC)cc3OC)c(O)c(Cl)cc12,1%,14%,0%,-18%,7%,6%,1%,24%[57.1 µM],477%[activator][57.1 µM]

# Part of the list above, reduced to mIDH1 inhibitor.
Compound | mIDH1 inhibitor
COc1ccc(-c2nn(CCC(=O)O)cc2/C=N/NC(N)=S)cc1 | -3%
Cc1cc(C)cc(N2C(=O)c3nccnc3C2=O)c1 | 4%

# High-throughput results as filed in PubChem BioAssay.
